TbMetRS inhib = blocks T. brucei methionyl-tRNA synthetase activity. purified T. brucei MetRS, ATP depletion, Kinase-Glo luminescence. inhibition, % at 11.9 µM. actives 0.4% (n = 360,000). AID 624268;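 active = inhibition above a per-plate cutoff of the control wells' mean inhibition plus 3 SD, cut at about 5.5% in these data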;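 note: 0% = DMSO wells median and 100% = median of wells with control inhibitor compound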
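System: purified T. brucei MetRS enzyme / Detection: Kinase-Glo luciferase luminescence reporting remaining unconsumed ATP / Medium: HEPES buffer with MgCl2, KCl, DTT, spermine, BSA, pyrophosphatase / Replication: singlicate, one well per compound / Evaluation: percent inhibition relative to median high and low control wells / Schedule: 2 h aminoacylation at 25 °C after 15 min preincubation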
eLon inh = inhibitors of E. coli Lon protease. P0A9M0. purified E. coli Lon protease, fluorescence polarization. inhibition, % at 7.94 µM. actives 0.42% (n = 360,000). AID 602123; in the data active = inhibition above about 13%, passing the limit was not always enough;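 note: 0% = enzyme with probe and DMSO and 100% = no enzyme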
SKN-1 inh = inhibitors of C. elegans SKN-1. AID 624304. inhibition, % at 21.8 µM. C. elegans VP596 Pgst-4::GFP/RFP ratio, acrylamide-induced, 24 h. actives 0.49% (n = 360,000);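 active = interference check ratio from 0.5 to 1.5 plus GFP to RFP signal ratio inhibition reaching or exceeding a fixed threshold, cut at about 30% in these data, passing the limit was not always enough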; note: some compounds called inactive have numbers as strong as hits
MT1-MMP act inh = inhibitors of human MT1-MMP activation | P50281 | HT1080 RFP-PRO-GFP cells, GFP/RFP ratio fluorescence, overnight; percent of plate control window, DMSO zero | GFP/RFP ratio change, % at 20 µM | actives 0.061% (n = 360,000);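 active = GFP/RFP ratio change of at least 30% with cell ATP level not reduced by more than half and red fluorescence within 50% of control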; note: strong numbers were not always called active
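Assay system: RFP-PRO-GFP reporter HT1080 cells; read-out basis: GFP/RFP fluorescence ratio; benchmarks: DMSO wells and RFP-L50D-GFP cells; doses: 20 µM single dose, 1% DMSO; schedule: overnight cell settling, then overnight compound exposure, 37 °C, 5% CO2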
bovine MsrA act = bovine methionine sulfoxide reductase A activation; purified bovine MsrA, absorbance read-out; activation, % at 10.6 µM; actives 0.3% (n = 360,000); AID 602163; in the data active = activation above about 7.5%;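 note: 0% = vehicle and 100% = reference activator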
MsrA inh = bovine MsrA inhibition; AID 651718; actives 0.75% (n = 360,000); inhibition, % at 15.5 µM; purified bovine MsrA, absorbance read-out; in the data active = inhibition above about 4.5%;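 note: 0% = vehicle wells with enzyme and 100% = reference inhibitor wells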
CendR NRP1 mod = modulators of CendR peptide binding to human neuropilin-1 | O14786 | FAM-RPARPAR peptide binding to NRP-1, fluorescence polarization | inhibition, % at 25 µM | actives 0.85% (n = 360,000) | AID 602438;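 active = inhibition or corrected inhibition above about 18%, plus a signal ratio from 0.5 to 1.5, limit read from the data, passing the limit was not always enough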; note: strong numbers were not always called active
FAS TE block = blocks the thioesterase domain of human fatty acid synthase. P49327. recombinant FAS-TE, OMFH fluorogenic substrate, fluorescence endpoint. inhibition, % at 15 µM. actives 0.67% (n = 360,000);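 active = compounds whose normalised, plate-corrected inhibition of enzyme fluorescence in the single-dose primary screen is 50% or more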;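 note: 0% = DMSO with enzyme and 100% = substrate without enzyme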
Target sequence (P49327 whole entry, looked up, the tested form may be a part): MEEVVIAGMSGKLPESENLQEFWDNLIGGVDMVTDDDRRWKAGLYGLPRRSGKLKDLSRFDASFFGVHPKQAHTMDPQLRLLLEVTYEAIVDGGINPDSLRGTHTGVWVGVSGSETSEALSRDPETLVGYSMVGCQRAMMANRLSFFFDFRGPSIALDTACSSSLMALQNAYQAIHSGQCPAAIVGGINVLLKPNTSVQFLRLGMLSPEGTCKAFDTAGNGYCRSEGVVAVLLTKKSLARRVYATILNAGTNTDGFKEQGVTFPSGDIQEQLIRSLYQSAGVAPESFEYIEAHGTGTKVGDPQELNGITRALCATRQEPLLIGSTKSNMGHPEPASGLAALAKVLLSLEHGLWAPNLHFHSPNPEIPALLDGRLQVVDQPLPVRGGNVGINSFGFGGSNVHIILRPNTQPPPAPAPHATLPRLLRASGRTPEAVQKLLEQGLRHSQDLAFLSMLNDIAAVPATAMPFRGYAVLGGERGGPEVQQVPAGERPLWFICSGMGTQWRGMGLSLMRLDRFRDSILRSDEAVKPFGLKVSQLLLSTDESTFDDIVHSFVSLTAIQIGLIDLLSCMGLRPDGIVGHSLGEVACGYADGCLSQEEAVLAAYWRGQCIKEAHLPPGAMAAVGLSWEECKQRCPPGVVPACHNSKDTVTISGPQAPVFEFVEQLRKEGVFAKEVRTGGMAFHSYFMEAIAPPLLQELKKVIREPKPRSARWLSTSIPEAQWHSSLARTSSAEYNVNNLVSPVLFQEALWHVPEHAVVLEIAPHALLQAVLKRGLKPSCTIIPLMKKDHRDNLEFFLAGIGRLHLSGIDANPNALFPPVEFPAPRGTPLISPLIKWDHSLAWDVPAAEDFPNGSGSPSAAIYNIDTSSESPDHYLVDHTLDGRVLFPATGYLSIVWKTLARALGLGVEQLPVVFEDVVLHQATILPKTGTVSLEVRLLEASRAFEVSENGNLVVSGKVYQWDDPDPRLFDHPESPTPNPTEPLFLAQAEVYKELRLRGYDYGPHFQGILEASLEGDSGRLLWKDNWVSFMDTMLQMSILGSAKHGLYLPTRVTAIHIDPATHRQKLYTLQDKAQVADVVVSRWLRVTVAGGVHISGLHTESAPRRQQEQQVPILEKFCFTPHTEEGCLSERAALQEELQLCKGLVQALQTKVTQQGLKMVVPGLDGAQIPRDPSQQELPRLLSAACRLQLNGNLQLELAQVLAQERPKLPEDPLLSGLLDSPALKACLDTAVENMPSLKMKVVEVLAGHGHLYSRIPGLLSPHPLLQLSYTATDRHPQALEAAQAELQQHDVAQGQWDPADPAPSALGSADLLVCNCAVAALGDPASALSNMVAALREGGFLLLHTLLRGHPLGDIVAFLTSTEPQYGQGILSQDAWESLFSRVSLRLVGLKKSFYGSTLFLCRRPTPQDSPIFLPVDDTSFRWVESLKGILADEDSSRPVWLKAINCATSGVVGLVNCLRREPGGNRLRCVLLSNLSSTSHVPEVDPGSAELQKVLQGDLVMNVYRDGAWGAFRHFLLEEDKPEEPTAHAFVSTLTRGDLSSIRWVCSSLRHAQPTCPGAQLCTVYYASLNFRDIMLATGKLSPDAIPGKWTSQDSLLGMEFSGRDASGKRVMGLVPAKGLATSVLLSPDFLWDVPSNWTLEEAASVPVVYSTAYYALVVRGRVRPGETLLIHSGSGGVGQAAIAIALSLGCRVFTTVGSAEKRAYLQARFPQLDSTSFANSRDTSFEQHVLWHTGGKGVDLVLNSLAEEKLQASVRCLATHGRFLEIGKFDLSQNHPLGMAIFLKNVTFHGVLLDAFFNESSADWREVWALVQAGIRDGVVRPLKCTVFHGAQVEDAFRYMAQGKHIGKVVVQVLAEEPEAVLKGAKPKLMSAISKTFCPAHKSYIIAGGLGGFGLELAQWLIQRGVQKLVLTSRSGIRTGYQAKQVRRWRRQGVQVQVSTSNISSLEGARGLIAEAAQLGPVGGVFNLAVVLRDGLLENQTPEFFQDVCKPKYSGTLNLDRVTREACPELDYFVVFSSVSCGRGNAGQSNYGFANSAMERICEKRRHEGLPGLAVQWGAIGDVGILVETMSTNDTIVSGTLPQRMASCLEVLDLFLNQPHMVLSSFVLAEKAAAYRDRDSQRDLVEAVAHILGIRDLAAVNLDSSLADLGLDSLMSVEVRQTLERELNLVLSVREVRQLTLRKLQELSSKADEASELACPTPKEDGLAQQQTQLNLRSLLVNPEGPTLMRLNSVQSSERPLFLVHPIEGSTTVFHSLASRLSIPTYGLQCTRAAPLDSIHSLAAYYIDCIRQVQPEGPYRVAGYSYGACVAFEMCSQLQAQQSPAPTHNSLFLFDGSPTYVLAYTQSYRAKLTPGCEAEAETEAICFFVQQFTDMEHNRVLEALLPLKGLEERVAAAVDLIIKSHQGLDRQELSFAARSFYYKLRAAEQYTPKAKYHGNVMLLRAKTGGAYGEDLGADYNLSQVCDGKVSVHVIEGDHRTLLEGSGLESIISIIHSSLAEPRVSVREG
MLLE-PAM2 inh = inhibitors of microRNA-mediated deadenylation, human PABP1 MLLE binding; P11940; GST-MLLE / FITC-PAM2 fluorescence polarization; inhibition, % at 20 µM; actives 0.36% (n = 360,000); AID 588489; in the data active = inhibition above about 35%, passing the limit was not always enough;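 note: plate controls were DMSO wells with GST-MLLE for no effect and wells lacking GST-MLLE protein for full effect; some results filed as inactive read as strong as hits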
* hit, by the source's call; / = no result given.

SMILES | TbMetRS inhib | eLon inh | SKN-1 inh | MT1-MMP act inh | bovine MsrA act | MsrA inh | CendR NRP1 mod | FAS TE block | MLLE-PAM2 inh
CCN(CC)C(=O)c1ncn(C)c1C(=O)N(CC)CC | -0.1 | 1 | 12 | 1 | -1 | -0.3 | 17 | -6 | -130
Cc1ccc(S(=O)(=O)N(CC2CO2)c2cc(Cl)ccc2Cl)cc1 (centres undefined) | -0.3 | 1 | 15 | -3 | -2 | -1.2 | -9 | 9 | -7
CC(=O)N1N=C(c2ccccc2)OC1(C)CC(=O)Nc1ccccc1 (centres undefined) | 0.1 | -3 | 11 | 2 | -1 | -0.4 | -5 | -7 | 8
Cn1ncc2c(=O)[nH]cnc21 | 0.5 | 3 | 12 | -5 | -2 | -1.0 | -5 | -1 | -12
O=C(Nc1ccc(F)c(F)c1)c1ccc(-n2cncn2)c([N+](=O)[O-])c1 | 37* | 3 | -25 | 5 | -11 | -0.8 | 16 | 5 | -12
COc1ccc(NC(=O)c2coc(C)c2)cc1 | -0.8 | 3 | 8 | -2 | -4 | 1.1 | -6 | -7 | -5
O=C1CC(=O)OC(c2ccc([N+](=O)[O-])cc2)O1 | -0.3 | 8 | 13 | 4 | 0 | / | 9 | -3 | 19
CCOC(=O)C1CCCN(C(=O)c2cccc(S(=O)(=O)N3CC(C)OC(C)C3)c2)C1 (centres undefined) | -0.5 | 7 | -3 | -3 | -4 | -0.9 | 7 | -4 | 10
COc1ccc(CC(NC(C)=O)C(=O)NC2CCN(S(=O)(=O)c3cccc4ccccc34)CC2)cc1OC (centres undefined) | 0.8 | -3 | 13 | 8 | 0 | -0.9 | -4 | -4 | 3
COc1cc2c(cc1OC)CN(C(=O)c1ccc(Br)o1)CC2 | -0.1 | -3 | -1 | 1 | -2 | 0.2 | 4 | -5 | -3
CC(C)(COC(=O)Nc1ccccc1)COC(=O)Nc1ccccc1 | -0.5 | 3 | 6 | 1 | -8 | -0.3 | 11 | 12 | 4
CCn1cc(C(=O)NC2CCCCCC2)c(=O)c2ccc(C)nc21 | -1.1 | 4 | 3 | 1 | -12 | 0.3 | 14 | -4 | 13
CC(C)(C)NC(=O)c1ccc(NC(=O)C2COc3ccccc3O2)cc1 (centres undefined) | -0.1 | -3 | -2 | 0 | 2 | 0.3 | 17 | -2 | -2
O=C(Nc1ccc(Br)cc1)c1ccco1 | -0.8 | -1 | 28 | 6 | -9 | 0.2 | -8 | -7 | -5
COc1cc(NS(=O)(=O)N2CCCC2)cc(OC)c1OC | -0.3 | 0 | 5 | 7 | -1 | -0.3 | -4 | 7 | -4
N#CCCN(C(=S)NC(=O)C1CCCCC1)c1ccccc1F | -0.1 | -2 | 17 | 1 | -2 | 0.6 | -14 | -2 | -9
CCC(C)(C)NC(=O)CN(C(=O)c1csnn1)c1cccc2c1CCCC2 | -0.8 | -3 | -8 | -1 | -6 | 0.9 | 22 | -2 | 10
CCCOc1ccccc1N/C(=N/c1nc(C)cc(C)n1)NC(=O)Nc1ccc(Cl)cc1 | -0.2 | 2 | 10 | -2 | 0 | 0.2 | -2 | 33 | 1
Cc1cccc(N(C(=O)CNC(=O)c2ccco2)C(C(=O)NC2CCCC2)c2ccncc2)c1 (centres undefined) | 0.1 | 5 | -4 | -3 | -2 | 2.5 | 4 | -1 | -6
COC(=O)c1ccccc1NC(=O)C1CCN(C(=O)N2CCOc3ccccc32)CC1 | -0.5 | 1 | -14 | 1 | 7 | 0.1 | 14 | 3 | -17
Cc1ccc(C)c(NC(=S)NNC(=O)c2sccc2C)c1 | 0.1 | -5 | -3 | 5 | -4 | -0.1 | -6 | -5 | 12
COc1ccc(CNC(=O)CN(c2ccc(OC)cc2)S(=O)(=O)c2c(C)[nH]c(=O)[nH]c2=O)cc1 | -0.1 | -6 | 11 | 0 | -2 | 0.5 | 1 | -4 | 11
COc1ccc(C)cc1NC(=O)NCCC1=CCCCC1 | -0.3 | -2 | 5 | 3 | -2 | -2.3 | 2 | 10 | -7
O=C(Nc1ccc(-c2cnco2)cc1)c1ccccc1 | 0.1 | 4 | 5 | 4 | -3 | 0.2 | 0 | -2 | 13
CSc1ccccc1C(=O)NCC(c1ccco1)N(C)C (centres undefined) | 0.0 | -2 | 8 | 1 | -2 | 0.5 | 1 | -4 | 8

Ordered by value in MsrA inh (rising): four of the compounds above
compound | MsrA inh
COc1ccc(C)cc1NC(=O)NCCC1=CCCCC1 | -2.3
Cc1ccc(S(=O)(=O)N(CC2CO2)c2cc(Cl)ccc2Cl)cc1 (centres undefined) | -1.2
COc1ccc(CC(NC(C)=O)C(=O)NC2CCN(S(=O)(=O)c3cccc4ccccc34)CC2)cc1OC (centres undefined) | -0.9
CC(C)(C)NC(=O)c1ccc(NC(=O)C2COc3ccccc3O2)cc1 (centres undefined) | 0.3

TbMetRS inhib, hit marks shown above
Compound | TbMetRS inhib | eLon inh | SKN-1 inh | MT1-MMP act inh | bovine MsrA act | MsrA inh | CendR NRP1 mod | MLLE-PAM2 inh
O=C(Nc1ccc(F)c(F)c1)c1ccc(-n2cncn2)c([N+](=O)[O-])c1 | 37* | 3 | -25 | 5 | -11 | -0.8 | 16 | -12

More compounds follow.
SMILES | TbMetRS inhib | eLon inh | SKN-1 inh | MT1-MMP act inh | bovine MsrA act | MsrA inh | CendR NRP1 mod | FAS TE block | MLLE-PAM2 inh
CCC(C)N(C(=O)Cn1c(Cl)nc2c1c(=O)n(C)c(=O)n2C)C1CCS(=O)(=O)C1 (centres undefined) | -0.3 | -16 | 0 | 1 | -6 | 0.6 | 0 | -6 | -7
O=C(CCc1nnc(-c2ccccc2)o1)c1ccc(Cl)cc1 | -0.8 | -2 | 1 | 2 | -1 | 0.2 | -3 | -3 | 9
N#Cc1cc(C#N)c(SCC(=O)NCC2CCCO2)nc1N (centres undefined) | 0.4 | 3 | -8 | 2 | -3 | 1.6 | -1 | -4 | 15
CC(=O)Nc1sc(C)c(C)c1C(=O)OCCOc1ccccc1 | -0.4 | 5 | 6 | 4 | 4 | 0.5 | -3 | 35 | 1
Cc1noc(C)c1CSCC(=O)Nc1ccc(S(C)(=O)=O)cc1 | 0.0 | -5 | -5 | 3 | -3 | -0.4 | -17 | -4 | 8
Cc1ccc(NC(=S)Nc2ccc(OC(F)F)c(Cl)c2)cc1F | 0.5 | 7 | 8 | -1 | -3 | -0.3 | -1 | 24 | 20
COC(=O)c1ccc(CN2CCC(CO)(Cc3ccc(OC)cc3)CC2)cc1 | 0.0 | -14 | -8 | -6 | -12 | -0.8 | 6 | -4 | 6
CCS(=O)(=O)N1N=C(c2ccc(NS(C)(=O)=O)cc2)CC1c1ccccc1 (centres undefined) | -0.9 | -29 | 68 | -32 | -6 | -0.4 | -208 | -16 | -50
CC1=[N+](C)c2c(ccc3cccnc23)C1(C)C | -0.8 | -34 | 84 | 7 | -3 | -0.4 | -2 | -11 | -14
CCNc1nc(Oc2ccccc2)nc(OC(C)C(=O)OCC)n1 (centres undefined) | -1.5 | -5 | -8 | -1 | -9 | 1.6 | 1 | -12 | -5
Cc1c(C(=O)OC(C)C)sc(NC(=O)C2CCCO2)c1C(=O)OC(C)C (centres undefined) | 0.2 | -3 | 13 | -5 | -1 | 1.3 | -11 | 23 | 14
O=C(OC(C(=O)NCc1ccccc1)c1ccccc1F)c1ccco1 (centres undefined) | -0.6 | 4 | 7 | 0 | -2 | -1.2 | 6 | -2 | 2
CCC(=O)c1c(NC(C)C)cc(C)oc1=O | -0.6 | 0 | 6 | 2 | -8 | 0.5 | -8 | 1 | -11
CC(Sc1nc2scc(-c3ccccc3)c2c(=O)[nH]1)C(=O)NC(N)=O (centres undefined) | -0.9 | 9 | -9 | -3 | -4 | 0.3 | -23 | -7 | -57
Cc1cc(C)c(-n2nnnc2SCC(=O)c2cc3ccccc3o2)c(C)c1 | -0.7 | -9 | -6 | -8 | -8 | -0.8 | -5 | 14 | -76
COC(c1ccccc1)c1nnc(CCC(=O)NCc2ccc3ncccc3c2)o1 (centres undefined) | 0.1 | 1 | -2 | -6 | -2 | 0.3 | -10 | -6 | 7
CC(C)(C)c1ccc(NC(=O)CN2C(=O)NC(C)(C3CC3)C2=O)cc1 (centres undefined) | 0.2 | -5 | -7 | 3 | -1 | 1.0 | -4 | 2 | -10
CN1CCN(c2ccc(Cl)cc2NC(=O)c2cccc(S(=O)(=O)N(C)C)c2)CC1 | -0.1 | -9 | 3 | -4 | -3 | 0.2 | -12 | 11 | -9
CC(C)(C)c1ccc(OCCCC(=O)Nc2ccc(S(N)(=O)=O)cc2)cc1 | -0.2 | -1 | 2 | 2 | -5 | -0.7 | 7 | -12 | 1
CCOC(=O)C1(C)CCCN1C(=O)c1cccc2ccccc12 (centres undefined) | -0.2 | -10 | 6 | -5 | 0 | -0.2 | 17 | 1 | -6
CCN(CC(=O)Nc1cc(Cl)ccc1C)C(=O)Cc1ccsc1 | 0.4 | 3 | -2 | -3 | -2 | -0.2 | -2 | 0 | -9
O=C(CCCN1C(=O)/C(=C/c2ccc(F)cc2)SC1=S)Nc1ccc(C(=O)O)cc1 | -0.2 | 1 | 4 | 1 | -3 | -0.8 | -12 | -3 | 29
O=C1Nc2ccccc2C1=NN1CCCCCC1 | -0.2 | 4 | 14 | 0 | -2 | 1.7 | 0 | -4 | -2
Cc1ccc(OCC(=O)NN=C2c3ccccc3-c3ccccc32)cc1 | -1.0 | -8 | -3 | 5 | -4 | 1.2 | -2 | -5 | -5
O=C(/C=C/c1ccc2c(c1)OCO2)c1ccc(F)cc1 | 0.1 | 15 | 23 | 1 | -3 | 1.0 | 12 | 4 | 10
Cc1nn(C)c(C)c1NC(=O)Nc1ccc(Cl)c(Cl)c1 | -0.5 | -5 | -5 | -1 | -8 | 0.7 | -2 | 3 | -1
Cc1cccc(C(=O)NCCCNC(=O)c2cccc(C)c2)c1 | -0.1 | -3 | -7 | 0 | -4 | 1.0 | 2 | -3 | 14
Cc1ccc(Cl)cc1N1CCN(S(=O)(=O)c2ccc3[nH]c(=O)ccc3c2)CC1 | 0.0 | -3 | -2 | -1 | -1 | -0.3 | -4 | 5 | 1
COc1cccc(COC(=O)c2nn(-c3ccccc3)nc2N)c1 | -0.9 | 7 | -1 | -1 | -9 | 0.2 | 2 | -9 | 4
CCCCCCn1c(SCC(=O)c2c(N)n(C)c(=O)n(C)c2=O)nc2ccccc21 | -0.2 | -4 | -9 | 2 | 0 | -0.5 | -8 | -1 | -71

Among those listed so far, these contain a tert-butyl group:
SMILES | TbMetRS inhib | eLon inh | SKN-1 inh | MT1-MMP act inh | bovine MsrA act | MsrA inh | CendR NRP1 mod | FAS TE block | MLLE-PAM2 inh
CC(C)(C)NC(=O)c1ccc(NC(=O)C2COc3ccccc3O2)cc1 (centres undefined) | -0.1 | -3 | -2 | 0 | 2 | 0.3 | 17 | -2 | -2
CC(C)(C)c1ccc(NC(=O)CN2C(=O)NC(C)(C3CC3)C2=O)cc1 (centres undefined) | 0.2 | -5 | -7 | 3 | -1 | 1.0 | -4 | 2 | -10
CC(C)(C)c1ccc(OCCCC(=O)Nc2ccc(S(N)(=O)=O)cc2)cc1 | -0.2 | -1 | 2 | 2 | -5 | -0.7 | 7 | -12 | 1

Screening results deposited in PubChem by several laboratories.
